ATXN2 expr inh = Primary qHTS for Inhibitors of ATXN expression. HEK-293 ATXN2-luciferase reporter, luminescence, 24 h. Potency, µM (top dose mostly 57 µM), inactives show at the top dose activity change, negative = inhibition, usual class: inhibitors. actives 0.72% (n = 360,000); further: on the % scale 0 is the no-effect control and ±100 the full control effect; nearly all actives have a fitted effect of over 55% in size
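qHTS (up to 57 uM final) was run with 24 h compound exposure of reporter cells at 37 °C. Each well was multiplexed: SteadyGlo luminescence measured ATXN2-luciferase expression after a fluorogenic Gly-Phe-AFC viability readout (25 uM final).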
S2 tox = Viability Counterscreen for Primary qHTS for Inhibitors of ATXN expression; S2 cells (HEK-293 line with an ATXN2-luciferase reporter) viability, CellTiter-Fluor protease fluorescence, 24 h; Potency, µM (doses to about 56.7 µM), usual class: cytotoxic; actives 0.49% (n = 400,000); AID 651635, 2014; further: nearly all actives have a fitted effect of over 40% in size
HepG2 tox = qHTS for Inhibitors of TGF-b: Cytotox Counterscreen; HepG2 CAGA-GFP viability, ATP luminescence, 18 h; Potency, µM (top dose mostly 46.1 µM), for inactives: top-dose activity change, negative = cytotoxicity, hits mostly cytotoxic; actives 0.76% (n = 410,000); AID 588856, 2011; further: some results filed as inactive show a strong effect at the top dose
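CellTiter-Glo luminescence gave cytotoxicity after 18 hours at 37 degrees C. The cells were HepG2 CAGA-GFP in 1% FBS DMEM, stimulated with 500 pg/mL TGF-beta after compound addition. %Activity was normalised to no-cell wells (complete cell-killing) and DMSO (no toxicity), and curves were fitted and classified.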
TGFb inhibitor = qHTS for Inhibitors of TGF-b | HepG2 CAGA-GFP TGF-b/SMAD3 reporter, GFP fluorescence, 18 h; TGF-beta stimulated, 500 pg/mL final | Potency, µM (top dose mostly 46.1 µM), inactives show at the top dose activity, negative = inhibition, most hits filed as inhibitors | actives 1.2% (n = 410,000); further: on the % scale 0 is the no-effect control and ±100 the full control effect; nearly all actives have a fitted effect of over 65% in size
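Cell-based qHTS in HEPG2 carrying a CAGA-GFP Smad reporter; compounds added before 500 pg/mL final TGF-beta, 18 h incubation at 37 degrees C, GFP fluorescence quantified per cell by imaging cytometry.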
MCF10A rerep = A quantitative high throughput screen for small molecules that induce DNA re-replication in MCF 10a normal breast cells. MCF 10A DNA re-replication, Hoechst nuclear intensity, 48 h. AID 624296, 2012. Potency, µM (top dose mostly 46.1 µM), inactives show at the highest dose activity, positive = re-replication, actives largely listed as activators. actives 2.9% (n = 350,000); further: % of control where 0% means no effect; nearly all actives have a fitted effect of over 50% in size
The depositor's hits bear a star; i = inactive; ? = inconclusive; nt = not tested or not shown; & = joins results of further samples; ! = not active in a repeat; [ ] = remark or other dose. The call rests on the fitted dose curve; in most records, active means well fitted curve in the direction sought with a large enough effect; inconclusive means small, poorly fitted or top-dose-only effect, or another doubt; inactive means no such curve, though single readings can be large; an effect the other way counts as inactive or inconclusive. Potency means the concentration at half of the fitted maximal effect. These rows are one share of the data, so the mix of outcomes need not match the whole.

Each structure is followed by: TGFb inhibitor | MCF10A rerep | S2 tox | HepG2 tox | ATXN2 expr inh
1) Cc1onc(-c2ccccc2)c1C(=O)N[C@@H]1C(=O)N2[C@@H](C(=O)O)C(C)(C)S[C@@H]12
  nt | nt | i | nt | 4.8%
2) C[C@@H]1CCN(C(=O)[C@H](CCCN=C(N)N)NS(=O)(=O)c2cccc3c2NC[C@H](C)C3)[C@@H](C(=O)O)C1
  nt | nt | i | nt | 7.6%
3) Cc1nnc(C(=O)NC(C)(C)c2nc(C(=O)NCc3ccc(F)cc3)c(O)c(=O)n2C)o1
  nt | nt | i | nt | ?
4) CCOCCn1c(C2CCN(CCc3ccc(C(C)(C)C(=O)O)cc3)CC2)nc2ccccc21
  nt | nt | i | nt | -0.5%
5) CC(=O)OC[C@H]1O[C@@H](OC(C)=O)[C@H](OC(C)=O)[C@@H]1OC(C)=O
  nt | nt | i | nt | 6.2%
6) CC(C)=CCC/C(C)=C/CC/C(C)=C/CCC(=O)OC/C=C(\C)CCC=C(C)C
  nt | nt | i | nt | 6.3%
7) CCN1C(=O)c2ccccc2C1Nc1ccc(OCCN2CCCCC2)cc1 (stereo not given)
  nt | nt | i | nt | 3.8%
8) CC[C@H]1OC(=O)[C@H](C)[C@@H](O[C@H]2C[C@@](C)(OC)[C@@H](O)[C@H](C)O2)[C@H](C)[C@@H](O[C@@H]2O[C@H](C)C[C@H](N(C)C)[C@H]2O)[C@](C)(O)C[C@H](C)C(=NOCOCCOC)[C@H](C)[C@@H](O)[C@]1(C)O
  nt | nt | i | nt | -10.3%
9) O[C@@H](COc1cccc2ncccc12)CN1CCN(C2c3ccccc3[C@@H]3[C@H](c4ccccc42)C3(F)F)CC1 (stereo not given in full)
  nt | nt | 25.1µM* | nt | ?
10) O=C(O)C1CCC1
  nt | nt | i | nt | 3.4%
11) CC(C)(Oc1ccc(Cl)cc1)C(=O)OCCCOC(=O)C(C)(C)Oc1ccc(Cl)cc1
  nt | nt | i | nt | -10.6%
12) Nc1ccn(C[C@@H](CO)OCP(=O)(O)O)c(=O)n1
  nt | nt | i | nt | 3.2%[25.6 µM]
13) COC(=O)c1ccc(NC(C)=O)cc1OC
  nt | nt | i | nt | 2.0%
14) OC[C@]1(O)OC[C@@H](O)[C@H](O)[C@@H]1O
  nt | nt | i | nt | 1.1%
15) COc1c(C)c2c(c(O)c1C/C=C(\C)CCC(=O)OCCN1CCOCC1)C(=O)OC2
  nt | nt | ? | nt | 40.4%
16) CN(C)CCCOC1(Cc2ccccc2)CCCCCC1
  nt | nt | i | nt | -8.4%
17) CC(C)(C)C(O)/C=C/c1ccc2c(c1)OCO2 (stereo not given)
  nt | nt | i | nt | 29.6%
18) COc1cc(C(C)=O)ccc1OCCCN1CCC(c2noc3cc(F)ccc23)CC1
  nt | nt | i | nt | 6.8%&-6.9%
19) OC(CCN1CCCCC1)(c1ccccc1)C1CC2C=CC1C2 (stereo not given)
  nt | nt | ? | nt | 0.4%&1.1%
20) Cc1ccc(/C=N/n2c(-c3ccccc3)csc2=S)cc1
  nt | nt | i | nt | -1.3%
21) NC[C@H]1O[C@H](O[C@H]2[C@H](O)[C@@H](O[C@H]3O[C@H](CO)[C@@H](O)[C@H](N)[C@H]3O)[C@H](N)C[C@@H]2N)[C@H](N)[C@@H](O)[C@@H]1O
  nt | nt | i | nt | 8.7%[25.6 µM]
22) N=C(N)N
  nt | nt | i | nt | 1.6%
23) N#CSCC(=O)O
  nt | nt | i | nt | 10.4%
24) C[C@@H](O)[C@H]1C(=O)N2C(C(=O)O)=C([C@H]3CCCO3)S[C@H]12
  nt | nt | i | nt | 1.9%
25) [O-][n+]1cccc(/C(Cl)=N/OC[C@@H](O)CN2CCCCC2)c1
  nt | nt | i | nt | 13.6%
26) Cc1ccc(CCn2c3c(c4cc(Cl)ccc42)CN(C)CC3)cn1
  nt | nt | ? | nt | ?
27) CC1(C)O[C@@H]2C[C@H]3[C@@H]4CCC5=CC(=O)C=C[C@]5(C)[C@@H]4[C@@H](O)C[C@]3(C)[C@]2(C(=O)CO)O1
  nt | nt | i | nt | -1.6%
28) CC1(C)S[C@@H]2[C@H](NC(=O)Cc3ccccc3)C(=O)N2[C@H]1C(=O)O (tested in a mixture with another compound)
  nt | nt | i | nt | 7.9%
29) CN(C)CCOC(c1ccccc1)c1ccc(Br)cc1 (stereo not given)
  nt | nt | ? | nt | ?
30) O=C(OCC(COC(=O)c1cccnc1)(COC(=O)c1cccnc1)COC(=O)c1cccnc1)c1cccnc1
  nt | nt | i | nt | -4.7%
31) Cc1cccc(C)c1NC(=O)c1ccc(N)cc1
  nt | nt | i | nt | 9.2%
32) CC(C)c1nc(CN(C)C(=O)N[C@H](C(=O)N[C@@H](Cc2ccccc2)C[C@H](O)[C@H](Cc2ccccc2)NC(=O)OCc2cncs2)C(C)C)cs1
  nt | nt | ? | nt | 27.3µM*!
33) CC(Cc1ccccc1)(NC(=O)CN)c1ccccc1 (stereo not given)
  nt | nt | i | nt | -16.1%
34) O=C1Cc2cc(Cl)ccc2N1
  nt | nt | i | nt | 0.2%
35) CC(C)C(=O)Nc1cccc(C2CN3CCSC3=N2)c1 (stereo not given)
  nt | nt | i | nt | 3.0%
36) CCOc1ccc(NS(=O)(=O)c2ccc(N)cc2)nn1
  nt | nt | i | nt | 8.3%
37) CN1C(CSCC(F)(F)F)Nc2cc(Cl)c(S(N)(=O)=O)cc2S1(=O)=O (stereo not given)
  nt | nt | i | nt | 2.3%
38) CN(C)CCCO[C@@H]1[C@H]2OC(C)(C)O[C@H]2O[C@@H]1C(O)CO (stereo not given in full)
  nt | nt | i | nt | -0.2%
39) CC(=O)N[C@H]1[C@H]([C@H](O)[C@H](O)CO)OC(C(=O)O)=C[C@@H]1N=C(N)N
  nt | nt | i | nt | 8.1%
40) CC1(c2ccccc2)OC(C(=O)O)=CC1=O (stereo not given)
  nt | nt | i | nt | 2.9%
41) O=C(O)C(=O)Nc1cccc(-c2nn[nH]n2)c1
  nt | nt | i | nt | 1.3%
42) COc1cc2c(cc1OC)[C@@H]1CC(=O)[C@@H](CC(C)C)CN1CC2
  nt | nt | i | nt | -3.7%
43) Cc1nc([N+](=O)[O-])cn1-c1ccc([N+](=O)[O-])cc1
  nt | nt | i | nt | 4.9%
44) CO[C@H]1C=CO[C@@]2(C)Oc3c(C)c(O)c4c(O)c(c(/C=N/N5CCN(C)CC5)c(O)c4c3C2=O)NC(=O)/C(C)=C\C=C[C@H](C)[C@H](O)[C@@H](C)[C@@H](O)[C@@H](C)[C@H](OC(C)=O)[C@@H]1C
  nt | nt | ? | nt | 16.3%
45) N=C(N)c1ccc(OCCCOc2ccc(C(=N)N)cc2)cc1
  nt | nt | i | nt | -5.3%
46) CC(C)C[C@H](NC(=O)[C@H](Cc1ccccc1)NC(=O)c1cnccn1)B(O)O
  nt | nt | 50.1µM* | nt | 0.0273µM*
47) COC(=O)c1cc(Cl)ccc1NS(=O)(=O)C(F)(F)F
  nt | nt | i | nt | 10.7%
48) CCOC(=O)[C@H](CCc1ccccc1)N[C@@H](C)C(=O)N1Cc2cc(OC)c(OC)cc2C[C@H]1C(=O)O
  nt | nt | i | nt | 11.3%
49) O=S(=O)(NCCNCC=Cc1ccc(Br)cc1)c1cccc2cnccc12
  ? | nt | nt | -75.3% | ?
50) CS(=O)(=O)N1CCN(Cc2cc3nc(-c4cccc5[nH]ncc45)nc(N4CCOCC4)c3s2)CC1
  -29.2%[92.2 µM] | nt | nt | -8.1%[92.2 µM] | ?
51) CO[C@H]1/C=C\O[C@@]2(C)Oc3c(C)c(O)c4c(O)c(c(C=NN5CCN(C6CCCC6)CC5)c(O)c4c3C2=O)NC(=O)C(C)=CC=C[C@H](C)[C@H](O)[C@@H](C)[C@@H](O)[C@@H](C)[C@H](OC(C)=O)[C@H]1C
  11.2µM* | nt | nt | -41.0% | 5.44µM*
52) CO[C@H]1O[C@@H]2O[C@@]3(C)CC[C@@H]4[C@@H](C)CC[C@@H]([C@H]1C)[C@@]24OO3
  13.0% | nt | nt | -0.7% | -21.4%
53) O=C(Nc1ccccc1-c1cn2c(CN3CCNCC3)csc2n1)c1cnc2ccccc2n1
  ? | nt | nt | -105.3% | ?
54) CC1(C)[C@@H]2CC[C@@]1(C)C(=O)C2
  nt | 10.6% | i | nt | -2.9%
55) CCOc1ccc2nc3cc(N)ccc3c(N)c2c1
  nt | 27.0% | ? | nt | 12.6µM*
56) O=C(O)CCNC(=O)c1ccc(N=Nc2ccc(O)c(C(=O)O)c2)cc1
  nt | 1.6% | i | nt | 8.2%&1.0%
57) Oc1cccc(O)c1
  nt | 19.3% | i | nt | 5.1%
58) CCOC(=O)COc1ccc2c(C)c(CCN(CC)CC)c(=O)oc2c1Cl
  nt | 4.6% | i | nt | 1.9%
59) CCOC(=O)c1cccnc1
  nt | -5.0% | i | nt | 13.6%
60) C=C(c1ccc(C(=O)O)cc1)c1cc2c(cc1C)C(C)(C)CCC2(C)C
  nt | 27.1% | i | nt | -7.5%&-5.2%

The results go on.
Each structure is followed by: TGFb inhibitor | MCF10A rerep | S2 tox | HepG2 tox | ATXN2 expr inh
61) CCCCCCCCCCCCCCCCCCOCC(O)CO (stereo not given)
  nt | 0.6% | i | nt | 4.0%
62) COc1ccc(CN(CCN(C)C)c2ncccn2)cc1
  nt | -1.4% | i | nt | 7.2%
63) CCCCCCCCCCCCCCCCC(C(=O)O)C(O)(CC(=O)O)C(=O)O (stereo not given)
  nt | 29.9µM* | i | nt | -7.7%
64) N[C@@H](CSCCCO)C(=O)O
  nt | 7.8% | i | nt | 7.8%[25.6 µM]
65) CCOCCn1c(N2CCCN(C)CC2)nc2ccccc21
  nt | 4.5% | i | nt | 3.3%
66) CCOc1ccc(NC(=O)CC(C)O)cc1 (stereo not given)
  nt | -0.1% | i | nt | 12.0%
67) OCC(O)CS (stereo not given)
  nt | 11.1% | i | nt | 7.8%
68) O=C(O)c1ccc(S(=O)(=O)N(Cl)Cl)cc1
  nt | 7.1% | i | nt | 9.0%
69) O=C(O)c1cc(=O)[nH]c(=O)[nH]1
  nt | 1.2% | i | nt | -7.3%&1.4%
70) CC1(C)CO[C@@H](CC(=O)O)CN1
  nt | 1.1% | i | nt | 3.7%
71) CC(=O)NC(=O)c1ccccc1O
  nt | -0.3% | i | nt | -1.6%
72) NC/C=C/C(=O)O
  nt | 1.5% | i | nt | 20.3%
73) CC1(C)CCC(C)(C)c2cc(NC(=O)c3ccc(C(=O)O)cc3)ccc21
  nt | -3.3% | i | nt | -18.7%&12.6%
74) C[C@@H](O)[C@H]1C(=O)N2C(C(=O)O)=C(S[C@@H]3CN[C@H](C(=O)N(C)C)C3)[C@H](C)[C@H]12
  nt | 2.2% | i | nt | 1.2%&5.7%

Arranged by SMILES length (rising): some entries from above
Each structure is followed by: TGFb inhibitor | MCF10A rerep | S2 tox | HepG2 tox | ATXN2 expr inh
67) OCC(O)CS (stereo not given)
  nt | 11.1% | i | nt | 7.8%
72) NC/C=C/C(=O)O
  nt | 1.5% | i | nt | 20.3%
64) N[C@@H](CSCCCO)C(=O)O
  nt | 7.8% | i | nt | 7.8%[25.6 µM]
66) CCOc1ccc(NC(=O)CC(C)O)cc1 (stereo not given)
  nt | -0.1% | i | nt | 12.0%
65) CCOCCn1c(N2CCCN(C)CC2)nc2ccccc21
  nt | 4.5% | i | nt | 3.3%
63) CCCCCCCCCCCCCCCCC(C(=O)O)C(O)(CC(=O)O)C(=O)O (stereo not given)
  nt | 29.9µM* | i | nt | -7.7%
74) C[C@@H](O)[C@H]1C(=O)N2C(C(=O)O)=C(S[C@@H]3CN[C@H](C(=O)N(C)C)C3)[C@H](C)[C@H]12
  nt | 2.2% | i | nt | 1.2%&5.7%

Compound activity (PubChem BioAssay)
